Compound activity (PubChem)
FBPA Giardia inh: Giardia lamblia aldolase inhibition. A8B2U2. Potency, µM (top dose mostly 59.6 µM), inactives show at the highest dose activity, negative = inhibition, most hits filed as inhibitors. purified Giardia FBPA. actives 0.71% (n = 290,000); also: potency is read from the fitted curve at half-maximal effect; % is scaled to controls: 0 for no effect and ±100 for the full control effect; nearly all actives have a fitted effect of over 55% in size
Target sequence (A8B2U2 whole entry, looked up): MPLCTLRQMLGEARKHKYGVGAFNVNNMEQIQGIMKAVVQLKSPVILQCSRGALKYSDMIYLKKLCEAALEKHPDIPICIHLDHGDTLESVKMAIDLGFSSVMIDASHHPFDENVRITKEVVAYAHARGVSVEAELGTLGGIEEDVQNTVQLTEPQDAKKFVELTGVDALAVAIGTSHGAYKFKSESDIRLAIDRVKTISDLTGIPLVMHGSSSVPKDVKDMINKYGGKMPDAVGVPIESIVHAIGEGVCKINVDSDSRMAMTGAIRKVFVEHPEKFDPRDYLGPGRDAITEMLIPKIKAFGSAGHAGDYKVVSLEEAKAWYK
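Giardia FBPA (40 nM reagent) was preincubated 10 min at RT with compound (up to 57.5 uM final), then substrate plus GAPDH/TPI/NAD/arsenate coupling system with diaphorase/resazurin was added; resorufin fluorescence (525/598 nm) was read after 20 min.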
HCV inhibitor: inhibitors of hepatitis C virus infection | Huh7.5.1 HCVcc-Cre infection, luciferase reporter, 44 h | Potency, µM (highest dose often 41.8 µM), for the others: at the highest dose activity change, negative = inhibition, most hits filed as inhibitors | actives 3.4% (n = 340,000) | AID 651820; also: potency is read from the fitted curve at half-maximal effect; % is scaled to controls: 0 for no effect and ±100 for the full control effect
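A cell-based infection assay in which seeded cells (1,000 per well) receive test compound after 4 h, are inoculated with HCVcc-Cre at approximately 0.5 moi, and are incubated 44 h before luminescence detection.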
Shiga toxin inh: Shiga toxin inhibition; Vero cells, Shiga toxin protein synthesis inhibition reporter; inhibition, % at 38.7 µM; actives 9.2% (n = 290,000); in the data active = inhibition mostly above about 28%, no sharp cut-off; inactive = mostly below about 43%; also: 0% is about no effect
Pf growth 48h: inhibits P. falciparum growth in the first generation, 48 h. P. falciparum luciferase growth in erythrocytes, 48 h. Potency, µM (top dose mostly 28.7 µM), for the others: at the top dose activity change, negative = inhibition, actives largely listed as inhibitors. actives 5.9% (n = 310,000); also: potency is read from the fitted curve at half-maximal effect; % is scaled to controls: 0 for no effect and ±100 for the full control effect
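Firefly luciferase activity from engineered P. falciparum reports growth; inhibitors lower the luminescent signal. Cultures contained 2% hematocrit erythrocytes at 0.1% final parasitemia.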
Pf growth 96h: inhibits malaria parasite growth, 96 h | P. falciparum luciferase reporter growth, 96 h | Potency, µM (highest dose often 28.7 µM), for the others: top-dose activity change, negative = inhibition, most hits filed as inhibitors | actives 6.9% (n = 320,000) | AID 504834; also: potency is read from the fitted curve at half-maximal effect; % is scaled to controls: 0 for no effect and ±100 for the full control effect
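96 h incubation, 37 C, 5% CO2, of luciferase-reporter P. falciparum-infected RBCs (2% hematocrit, 0.05% parasitemia final) with test compounds; endpoint luminescence.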
CHX counter: counter-screen hit for Shiga toxin inhibitors, cycloheximide; AID 2314; actives 12% (n = 300,000); max response, %; cell reporter, cycloheximide protein synthesis inhibition counterscreen; in the data active = max response mostly above about 13%, no sharp cut-off; inactive = mostly below about 14%; also: read at 38.3 µM for the half of the compounds with a filed dose; 0% is about no effect
An asterisk follows results filed as active; i = inactive; ? = inconclusive; nt = no result given; & = joins results of further samples; [ ] = another dose, or the depositor's remark. Unless noted, calls follow the shape of the dose curve; as a rule, active = well fitted curve in the direction sought with a large enough effect; inconclusive = small, poorly fitted or top-dose-only effect, or another doubt; inactive = no such curve, though single readings can be large; an effect the other way counts as inactive or inconclusive.

molecule,FBPA Giardia inh,CHX counter,HCV inhibitor,Pf growth 96h,Pf growth 48h,Shiga toxin inh
O=C(COC(=O)c1cc[n+]([O-])cc1)Nc1ccc(F)c([N+](=O)[O-])c1,0%,-2,5%,-4%,5%,-5
COc1ccccc1CNC(=O)Cn1cccc1C(=O)c1ccccc1C,nt,43*,0%,69%[activator],4%,46*
COC(=O)c1cc(NC(=O)COC(=O)CN2C(=O)C3CC=CCC3C2=O)cc(C(=O)OC)c1 (stereo not drawn),nt,nt,-19%,36%[activator],14%,nt
O=C(N/N=C\c1c[nH]c2ccccc12)c1ccc(O)cc1,8%,39*,-10%,6%,35%[activator],63*
N=c1c(C(=O)NC2CCCC2)cc2c(=O)n3ccccc3nc2n1CC1CCCO1 (stereo not drawn),-8%,-5,-15%,?,13µM*,-11
COC(=O)C1=C(C(=O)c2ccc(C)cc2)C(c2ccccc2)n2nnnc2N1 (stereo not drawn),4%,2,9%,-8%,5%,-11
COc1cccc(-c2cc(C(=O)N3CCN(C(c4ccccc4)c4ccccc4)CC3)no2)c1,2%,21,-22%,1.5µM*,8.3µM*,22
CCOc1cccc(NC(=O)CSc2sc3c(O)cc(=O)[nH]c3c2C#N)c1,-9%,0,3%,-17%,11%,-4

molecule,FBPA Giardia inh,CHX counter,HCV inhibitor,Pf growth 96h,Pf growth 48h,Shiga toxin inh
COc1ccc(CCn2c(=N)c(C(=O)NCc3ccco3)cc3c(=O)n4ccccc4nc32)cc1,3%,-4,nt,?,2.9µM*,-20
CC12CCC(=O)N1C(C(=O)NNC(=O)COc1ccc(Br)cc1)CS2 (stereo not drawn),nt,nt,25%,35%[activator],-14%,nt
CN1CCN(S(=O)(=O)c2ccc3c4c(cccc24)C(=O)N3)CC1,-8%,-3,15%,-4%,nt,6
CC(C)CNC(=S)NC(=O)c1ccccc1Cl,1%,40*,16%,37%[activator],31%[activator],43*
COc1cccc(CCc2nnc(CCC(=O)NC(C)Cc3cccs3)o2)c1 (stereo not drawn),10%,7,-4%,4%,-3%,14
CSc1nc2c(c(=O)[nH]1)C(c1ccc(C(F)(F)F)cc1)CC(=O)N2 (stereo not drawn),3%,-2,0%,82%[activator],2%,-4
O=S(=O)(NCCSc1nnnn1-c1ccccc1)c1cccs1,1%,33*,?,-1%,42%[activator],43*
CC(=O)c1c(O)c2ccccc2n(C)c1=O,-20%,-2,15%,?,110%[activator],6

molecule,FBPA Giardia inh,CHX counter,HCV inhibitor,Pf growth 96h,Pf growth 48h,Shiga toxin inh
O=C(CCS(=O)(=O)c1ccc2c(c1)NC(=O)CO2)NCCc1ccccc1,1%,-2,22%,-25%,12%,-1
Cc1ccc(/C=N/NC(=S)Nc2cccc(S(=O)(=O)N(C)C)c2)o1,2%,11,?,6.6µM*,?,41
O=C(NCC(c1ccco1)N1CCCCC1)c1ccc(S(=O)(=O)Nc2ccccc2)cc1 (stereo not drawn),nt,nt,?,?,-20%,nt
CCOC(=O)C1C(C(=O)OC)=C(C2=CCCCC2)c2ccccc2N1S(=O)(=O)C(F)(F)F (stereo not drawn),0%,15,?,nt,nt,-7
COc1cc(/C=N/NC(=O)Nc2cccc3nsnc23)cc(OC)c1OC,0%,-2,?,312%[activator],?,17
CN(C)S(=O)(=O)c1cccc(NC(=O)c2cc3c(cc2Cl)N2CCCCCC2=NS3(=O)=O)c1,-15%,5,-18%,?,-10%,18
CC(=O)Nc1ccc(SCCN2CC[C@@H](C)CCC2=O)cc1,nt,nt,8%,31%[activator],60%[activator],nt
COc1ccc(C(C)(C)C)cc1NC(=O)c1cc(S(=O)(=O)N(C)C)ccc1N1CCCC1,2%,-2,?,9.3µM*,13µM*,-3

molecule,FBPA Giardia inh,CHX counter,HCV inhibitor,Pf growth 96h,Pf growth 48h,Shiga toxin inh
COC(=O)CCCC1=CC2=C(c3ccccc3)C(=O)C(C)(OC(=O)C3CCCC3)C(=O)C2=CN1C(CO)CO (stereo not drawn),?,-4,15%,?,29%,-4
Cc1ccc(S(=O)(=O)N2CCOCC2)cc1C(=O)NC1CCSc2ccccc21 (stereo not drawn),nt,17,-3%,2%,-19%,17
CC(CC(=O)O)CC(=O)NNC(=O)c1cccc(Br)c1 (stereo not drawn),1%,-2,8%,54%[activator],?,-17
Cc1ccc(OCCSc2nnc(C)c(=O)n2N)cc1,2%,14,-17%,20%,16%,2
O=C(c1cc(-c2ccco2)on1)N1CCc2ccccc2C1,-1%,9,-2%,nt,16%,36
Cc1c(N2C(=O)/C(=C\c3cccc4ccccc34)SC2=S)c(=O)n(-c2ccccc2)n1C,-3%,-2,-2%,8%,7%,-6
CCOC(=O)CN1C(=N)N(c2nc(NC(C)C)nc(NC(C)C)n2)CC1=O,2%,-2,-3%,-11%,-1%,-2
O=S(=O)(c1cc(Cl)ccc1Cl)N1CCCC1,-5%,0,?,-12%,nt,7

One compound at a time, from the list above. Values in the order: FBPA Giardia inh, CHX counter, HCV inhibitor, Pf growth 96h, Pf growth 48h, Shiga toxin inh
O=S(=O)(c1cc(Cl)ccc1Cl)N1CCCC1 as listed: -5%, 0, ?, -12%, nt, 7
Cc1ccc(S(=O)(=O)N2CCOCC2)cc1C(=O)NC1CCSc2ccccc21 (stereo not drawn) as listed: nt, 17, -3%, 2%, -19%, 17

Next part:
molecule,FBPA Giardia inh,CHX counter,HCV inhibitor,Pf growth 96h,Pf growth 48h,Shiga toxin inh
Cc1cc(OCC(=O)Nc2cnn(CCCC(=O)O)c2)ccc1[N+](=O)[O-],-21%,-4,4%,-4%,33%[activator],-9
COc1ccc(NC(=O)COc2ccc(/C=N/O)cc2OC)cc1,-5%,31*,-26%,256%[activator],97%[activator],52*
COc1ccc(C(=O)NCCCNC(=O)c2ccco2)cc1OC,3%,-4,8%,36%,17%,-4
COCCC(=O)N1CCC(Oc2ccc(C(=O)N3CCCCC3COC)cc2)CC1 (stereo not drawn),nt,1,-3%,?,14%,4
Nc1c(C(=O)O)ccc2c1C(=O)c1ccccc1C2=O,1%,1,23%,21%,7%,22
CCCCCOc1ccc(OC(=O)c2ccncc2)cc1,1%,-4,0%,93%[activator],10%,9
COc1ccc(NC2=NCC(=O)N2Cc2cccs2)cc1,-4%,1,1%,18%,17%,-14
CCN(CC(=O)Nc1ccc(Br)cc1F)CC(=O)NC1CCS(=O)(=O)C1 (stereo not drawn),nt,nt,1%,-9%,-23%,nt

molecule,FBPA Giardia inh,CHX counter,HCV inhibitor,Pf growth 96h,Pf growth 48h,Shiga toxin inh
S=C(NCCN1CCOCC1)Nc1ccc(Nc2ccccc2)cc1,-8%,-3,1%,?,-1%,-14
O=C(Nc1cccc(C(F)(F)F)c1)C(=O)N1CCCCC1,-2%,11*,15%,?,56%[activator],24
CCOC(=O)Cc1cc(=O)n(-c2nc3ccccc3s2)[nH]1,?,-2,26%,?,2%,43
Cc1ccc(C(=O)NCC(=O)OCCCOC(=O)CNC(=O)c2ccc(C)c(C)c2)cc1C,nt,nt,-20%,105%[activator],-6%,nt
CCOC(=O)Cc1csc(NC(=O)Nc2ccc(OC(F)(F)F)cc2)n1,3%,23*,10µM*,9.3µM*,12µM*,45*
Cc1ccc(NC(=O)CSc2nc(=O)n(CCCN3CCOCC3)c3c2CCCC3)cc1F,nt,nt,-55%,?,?,nt
C=CCCCCCCCCC(=O)N1CCN(c2cc3c(cc2F)c(=O)c(C(=O)O)cn3CC)CC1,-4%,1,-10%,?,?,3
O=C(N/N=C\c1cccc(Cl)c1)c1ccc(Cn2cccn2)o1,-7%,5,-11%,-12%,18%,-18

molecule,FBPA Giardia inh,CHX counter,HCV inhibitor,Pf growth 96h,Pf growth 48h,Shiga toxin inh
COc1ccc(C(=O)NCC(=O)N/N=C/c2ccco2)cc1OC,-3%,6,-5%,12%,13%,-4
COc1ccc(CSc2nncn2C)cc1F,2%,3,-15%,21%,1%,1
C[C@@H]1CC2(CCCC[N+]2(C)C)C[C@H]1C,3%,-5,8%,2%,0%,-7
NC(=O)Cc1ccc(C(=O)c2ccc(F)cc2)s1,-3%,25*,21%,23%,32%[activator],20
CCSc1nnc(-c2ccccc2SC)o1,-1%,20,-17%,8.3µM*,i,35
CN(C)CCCOc1ccc(Cl)cc1Br,?,-2,nt,-1%,-7%,-9
COc1ccc(C(=O)NCc2nnc(SCC(=O)NC3CCCCC3)n2C)cc1,-1%,-5,25%,15%,0%,-1
COCCN(C(=S)Nc1ccccc1OC)C1CCN(C(C)=O)CC1,-2%,0,8%,-2%,?,-31

molecule,FBPA Giardia inh,CHX counter,HCV inhibitor,Pf growth 96h,Pf growth 48h,Shiga toxin inh
CCCNC(=O)c1ccc(COc2ccc(C(C)(C)C)cc2)o1,6%,40*,13µM*,-2%,?,94*
O=C1OCCN1C(=O)[C@H]1[C@H](c2ccc(Cl)cc2)C(c2ccc(F)cc2)=NN1c1ccc(Br)cc1,-10%,-1,?,nt,nt,i
Cn1cnnc1SCCCN1C(=O)c2cccc3cccc(c23)C1=O,0%,-2,-11%,-25%,?,-16
CCOc1ccccc1N=Cc1c(O)n(C)c(=O)n(C)c1=O,2%,0,10%,1%,-1%,-7
Fc1ccccc1CSc1ncnc2c1oc1ccccc12,1%,-9,?,16%,46%[activator],-11
CCOC(=O)NC(=O)c1cn(C(CC)CO)c(=O)[nH]c1=O (stereo not drawn),2%,-4,-4%,?,32%,-18
CC(C)(C)NC(=O)CSC(=Nc1ccc(F)cc1)NC#N,0%,25,-2%,-1%,25%,20
CCC(C)(C(=O)NC1CCCC1)N(CC1CCCO1)C(=O)CNC(=O)c1ccccc1 (stereo not drawn),3%,-3,15%&11%,?,-18%,-5

molecule,FBPA Giardia inh,CHX counter,HCV inhibitor,Pf growth 96h,Pf growth 48h,Shiga toxin inh
CCOC(=O)C1CCN(C(=O)c2c(-c3c(Cl)cccc3Cl)noc2C)CC1,4%,-4,9%&18%,nt,-14%,26
CCOC(=O)C1(Cc2cccc(F)c2)CCN(Cc2cnn(CC)c2C)CC1,0%,-5,-19%,-2%,238%[activator],-12
Cn1c(SCc2nc3cc(C(=O)O)ccc3c(=O)[nH]2)nnc1C(F)(F)F,0%,-2,13%,0%,-2%,-9
COc1ccccc1/C=N/NC(=O)C(=O)Nc1ccccc1OC(F)(F)C(F)F,1%,-4,0%,-2%,-9%,-20
CCOc1ccc(N2CC(C(=O)N3CCCCCC3)CC2=O)cc1 (stereo not drawn),7%,-4,3%,36%[activator],1%,37
COc1ccc(CN(C)Cc2ccccc2)c(OC)c1OC,-5%,-2,24%,4%,-1%,-2
CC1Cc2ccccc2N1C(=O)CSc1nnnn1C (stereo not drawn),2%,-4,24%,4%,nt,-7
COc1ccc(S(=O)(=O)N2CCCCC2)cc1NC(=O)C1CC(=O)N(Cc2ccccc2)C1 (stereo not drawn),nt,nt,-3%,12µM*,13µM*,nt

molecule,FBPA Giardia inh,CHX counter,HCV inhibitor,Pf growth 96h,Pf growth 48h,Shiga toxin inh
CCOc1ccccc1C(=O)N(CN1CCCC1=O)c1cccc(Cl)c1,8%,1,-17%,0%,-2%,-22
CS(=O)(=O)N(Cc1ccc(Cl)cc1)c1ccc(C(=O)NCc2ccccn2)cc1,7%,-2,16%,-7%,?,-1
O=C(CNC(=O)c1cnccn1)Nc1ccc(F)c(F)c1F,-3%,-3,13%,0%,29%,-9
Cc1n(Cc2ccccc2)c2ccccc2[n+]1Cc1ccccc1,-13%,-3,-13%,425%[activator],1.3µM*,nt
